Compound activity as filed in PubChem BioAssay.
TDP-43 yeast inh: inhibitors of TDP-43 toxicity in yeast; TDP-43 expressing yeast growth rescue, BacTiter-Glo, 24 h; 410,000 tested, 1.8% active; Potency, µM (top dose mostly 46.1 µM), for inactives: top-dose growth rescue (activation), usual class: activators; AID 652104; also: potency is read from the fitted curve at half-maximal effect; % of control where 0% means no effect; nearly all actives have a fitted effect of over 50% in size
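Growth rescue of TDP-43-toxic yeast measured as ATP luminescence (BacTiter-Glo). Cells grown to mid-log in raffinose, induced in galactose at OD600=0.02, exposed to compound 24 hr at 30 deg C.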
EPAC2 antag: blocks human EPAC2 exchange factor | Q8WZA2 | EPAC2 GEF exchange of Rap1B-BODIPY-GDP, fluorescence | Potency, µM (top dose mostly 114 µM), for the others: at the highest dose activity, negative = inhibition, actives largely listed as inhibitors | 360,000 tested, 0.18% active | AID 720708; also: potency is read from the fitted curve at half-maximal effect; % is scaled to controls: 0 for no effect and ±100 for the full control effect; nearly all actives have a fitted effect of over 45% in size; many of its hits are not listed in these tables
D3 ag: agonists of human D3 dopamine receptor. P35462. D3R DiscoveRx beta-arrestin cells, luminescence, 90 min. max activation, %. 410,000 tested, 0.58% active; in the data active = max activation above about 30%; also: 0% is about no effect; mostly tested at two doses, the higher about 12 µM
Target sequence (P35462 whole entry, looked up): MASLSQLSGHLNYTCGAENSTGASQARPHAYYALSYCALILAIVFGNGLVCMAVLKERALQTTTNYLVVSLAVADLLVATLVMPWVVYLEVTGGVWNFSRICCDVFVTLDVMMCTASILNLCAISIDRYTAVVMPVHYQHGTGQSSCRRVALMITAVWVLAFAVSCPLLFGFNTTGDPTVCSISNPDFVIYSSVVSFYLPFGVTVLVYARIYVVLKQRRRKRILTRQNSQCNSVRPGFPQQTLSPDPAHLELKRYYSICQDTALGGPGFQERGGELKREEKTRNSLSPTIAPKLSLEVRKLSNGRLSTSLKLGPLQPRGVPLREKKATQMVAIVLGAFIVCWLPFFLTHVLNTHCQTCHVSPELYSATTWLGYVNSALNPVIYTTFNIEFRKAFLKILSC
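Agonist-mode cell screen: cells plated at 1500/well and incubated overnight at 37 °C, then exposed to library compounds for 90 min at 37 °C. Detection reagent was added for 30–60 min at room temperature, and luminescence was read.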
EPAC2 ag: EPAC2 (human) agonism. EPAC2 activation, biochemical qHTS; response scale: 100% = 6.5 mM cAMP response. Q8WZA2. 360,000 tested, 0.079% active. Potency, µM (doses to about 154 µM), without a hit: at the highest dose activation, most hits filed as activators. AID 720711; also: potency is read from the fitted curve at half-maximal effect; nearly all actives have a fitted effect of over 50% in size
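Exchange assay: 100 nM EPAC2 with 250 nM Rap1B-BODIPY-GDP and 50 uM GDP. Fluorescence (ex 480/em 540 nm) read every 5 min for 30 min at room temperature. Data normalized to 6.5 mM cAMP as agonist control.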
Abeta rescue: compounds reversing amyloid beta toxicity in yeast; yeast expressing A-beta42, growth rescue, OD600, 48 h; response scale: 0% DMSO, 100% iron-clioquinol control; Potency, µM (top dose mostly 46.1 µM), without a hit: at the top dose growth rescue, actives largely listed as activators; 410,000 tested, 0.063% active; also: potency is read from the fitted curve at half-maximal effect; nearly all actives have a fitted effect of over 55% in size
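Growth rescue measured by 600 nm absorbance after 48 h yeast culture at 30 C with compound. Values normalized between DMSO and an equimolar ferric chloride plus clioquinol control.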
aSyn rescue: alpha-synuclein toxicity inhibition in yeast; Yeast expressing alpha-synuclein, growth rescue, BacTiter-Glo, 24 h; Potency, µM (titrated, usually from 46.1 µM), for the others: top-dose growth rescue (activation), actives largely listed as activators; 370,000 tested, 0.14% active; AID 652106; also: potency is read from the fitted curve at half-maximal effect; % of control where 0% means no effect; nearly all actives have a fitted effect of over 65% in size
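Galactose-induced alpha-syn yeast (OD600=0.02, raffinose-pregrown) + pinned cpd, 24 hr, 30 deg C; growth by BacTiter-Glo luminescence. Growth restoration scores as activation.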
DRD3 antagonist: antagonists of human D3 dopamine receptor. P35462. D3R cells, DiscoveRx beta-arrestin luminescence, antagonist mode; active compounds read low. max response, negative = inhibition, %. 360,000 tested, 2.5% active. AID 652054; in the data active = max response below about -50%; inconclusive = no clear call, values can overlap the other calls; also: % is scaled to controls: 0 for no effect and ±100 for the full control effect; mostly tested at two doses, the higher about 12 µM
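Cells plated overnight at 1500 cells/well, then exposed to library compounds with dopamine controls for 90 minutes at 37 degrees C. DiscoveRx reagent added for 30–60 minutes at room temperature; luminescence read, quantitative HTS format.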
FUS suppressor: rescues growth of FUS-expressing yeast; 390,000 tested, 0.24% active; Potency, µM (titrated, usually from 76.6 µM), inactives show at the top dose growth rescue (activation), hits mostly activators; S. cerevisiae FUS-expressing, growth rescue, OD600, 24 h;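 also: potency is read from the fitted curve at half-maximal effect; plate controls were DMSO vehicle for no effect and reference control for full effect; nearly all actives have a fitted effect of over 55% in size; some results filed as inactive show a strong effect at the top dose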
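Cultures pregrown in 2.5% raffinose medium are shifted to minimal medium containing 2% galactose to express toxic FUS. Compounds are tested at several concentrations. After 24hr at 30C, growth is quantified at 600 nm absorbance.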
Starred values were filed as active, the others as inactive; u = inconclusive; x = not tested or not shown; & = joins results of further samples; [ ] = dose if it differs, or a comment. Unless noted, calls follow the shape of the dose curve; as a rule, active = well fitted curve in the direction sought with a large enough effect; inconclusive = small, poorly fitted or top-dose-only effect, or another doubt; inactive = no such curve, though single readings can be large; an effect the other way counts as inactive or inconclusive.

molecule	TDP-43 yeast inh	EPAC2 antag	D3 ag	EPAC2 ag	Abeta rescue	aSyn rescue	DRD3 antagonist	FUS suppressor
CCN(C(=O)COC(=O)c1nc2nc(C)cc(C)n2n1)C1CCS(=O)(=O)C1 (stereo unspecified)	-6%	-3%	-7	-2%	7%	-1%	-16	29%
CCc1cnc2c(c1SCC(=O)Nc1ccc(C(=O)OC)cc1)c(=O)n(C)c(=O)n2C	13%	x	7	x	-8%	x	x	-5%
O/N=C1\CCCc2ccc(Cl)cc21	u	-3%	-2	6%	-4%	2%	-4	-29%
Cc1cccc(C)c1NC(=O)CN1C(=O)CCSc2ccc(S(=O)(=O)N3CCCC3)cc21	12%&18%	0%	-2&5	-4%	9%&0%	-3%	-11	11%&13%
O=C(CN1CCN(C(=O)c2cccc(F)c2)CC1)Nc1ccccc1F	-4%	0%	1	3%	10%	2%	137	x
CCCCN1C(=O)C2C(C(=O)Nc3cccc(OC)c3)C3C=CC2(O3)C1C(=O)NC1CCCCC1C (stereo unspecified)	21%	-2%	-10	2%	-7%	2%	13	20%
Cc1ccc(NS(=O)(=O)c2ccc3c(c2)NC(=O)CO3)cc1Cl	-1%	u	1	14%	6%	9%	-9	16%
O=C1CCCc2c1sc1nc3n(c(=O)c21)CCCCC3	21%	1%	2	-10%	2%	-2%	24	3%
CC[C@]12c3[nH]c4cc(CCC(=O)N(C)C)ccc4c3CCN1C(=O)[C@@H](CC(=O)NC/C=C(\C)CCC=C(C)C)C[C@@H]2C(=O)N1CCN(C(=O)C2CC2)CC1	14%	-18%	-14	-1%	7%	0%	0	u
COc1ccccc1NC(=O)CCN1C(=O)C2CC=C(Cl)CC2C1=O (stereo unspecified)	-12%	-4%	4	7%	5%	2%	5	15%
O=C(NC1CC2CCCC(C1)N2Cc1ccccc1)c1cccc(F)c1 (stereo unspecified)	1%	-4%	-19	4%	-10%	-9%	-106*	-10%
CC1CCN(C(=S)NC2CC3CCC2C3)CC1 (stereo unspecified)	0%	-6%	-2	7%	7%	-4%	8	x
COc1cc(-c2nc3cc(C)ccn3c2NC2CCCCC2)ccc1-c1ccc(C(C)=O)cc1	u	-1%	-25	0%	8%	-23%	10	4%
Cc1cc(NC(=O)CCC(=O)N(CC(=O)NC2CCCC2)Cc2ccccc2Cl)no1	-11%	9%	-7	4%	2%	-4%	0	u
Fc1cccc(CN2CCN(c3nc4nonc4nc3NC3CC3)CC2)c1	4%	3%	1	9%	-4%	-3%	-20	-26%
CCOC(=O)c1c(C)oc2ncnc(Nc3cccc(C(F)(F)F)c3)c12	10%	x	1	x	-4%	x	x	-26%
CCOCCCNC(=O)CCn1ccc2cc(S(=O)(=O)N3CCCC3)ccc21	-4%	0%	7	11%	-1%	-1%	-12	-5%
O=C(CN1CCN(Cc2ccc(F)cc2Cl)C1=O)NCCc1ccc(Cl)cc1	u	-4%	-5&0	-13%	8%&18%	15%	7	3%&24%
O=S(=O)(Nc1ccc(O)c(CN2CCCCC2)c1)c1ccccc1	3%	9%	4	-10%	14%	-8%	14	-17%
Nc1nc(Nc2ccc(Cl)cc2)nc(NCCO)c1[N+](=O)[O-]	14%	-4%	2	-8%	-4%	0%	2	-7%

Full records, quoted from the list:
Cc1cccc(C)c1NC(=O)CN1C(=O)CCSc2ccc(S(=O)(=O)N3CCCC3)cc21 as listed: TDP-43 yeast inh = 12%&18%; EPAC2 antag = 0%; D3 ag = -2&5; EPAC2 ag = -4%; Abeta rescue = 9%&0%; aSyn rescue = -3%; DRD3 antagonist = -11; FUS suppressor = 11%&13%
CCOC(=O)c1c(C)oc2ncnc(Nc3cccc(C(F)(F)F)c3)c12 as listed: TDP-43 yeast inh = 10%; EPAC2 antag = x; D3 ag = 1; EPAC2 ag = x; Abeta rescue = -4%; aSyn rescue = x; DRD3 antagonist = x; FUS suppressor = -26%

Continued:
molecule	TDP-43 yeast inh	EPAC2 antag	D3 ag	EPAC2 ag	Abeta rescue	aSyn rescue	DRD3 antagonist	FUS suppressor
CCOc1ccc(CC(=O)N/N=C(\C)c2cccnc2)cc1OCC	-7%	1%	15	4%	5%	-3%	2	-9%
O=C1NC(=O)/C(=C\c2ccc(Sc3ccc(Cl)cc3)o2)N1	17%	9%	-1	4%	29%	8%	-9	3%
O=C1CCCC(O)=C1N=Nc1ccc2c(c1)OCO2	1%	-22%	-5	2%	10%	1%	-11	2%
COCCCNC(=O)C1CCCN(c2nn3cc(-c4ccc(C)cc4)nc3s2)C1 (stereo unspecified)	8%	x	-18	x	-8%	x	x	34%
CCCCNS(=O)(=O)c1ccc2nc(-c3cccnc3)cc(C(=O)NC(C)CC)c2c1 (stereo unspecified)	10%	0%	1	-11%	-17%	-4%	14	3%
Cc1cccc(-n2c(CNC(=O)c3cccc([N+](=O)[O-])c3C)n[nH]c2=S)c1	-13%[0.397 µM]	0%	-16	3%	1%	-3%	-28	18%
CC(=O)c1cccc(NC(=O)NC2CCCc3ccccc32)c1 (stereo unspecified)	7%	-4%	-6	-3%	4%	-4%	-10	20%
COc1ccc(NC(=S)NC2CCS(=O)(=O)C2)cc1 (stereo unspecified)	11%	29%	6	-9%	10%	-9%	2	x
CC(N=C1NS(=O)(=O)c2ccccc21)C(=O)NCc1ccc2c(c1)OCO2 (stereo unspecified)	10%	6%	-5	9%	17%	0%	-5	-11%
Cc1ccc(P(C)(=O)c2ccc(C)cc2)cc1	-4%	21%	1	6%	5%	-10%	15	11%
C=CCN(CC=C)C(=O)C1CCN(S(=O)(=O)c2ccc(-n3cnnn3)cc2)CC1	7%	-3%	-2	0%	4%	5%	0	15%
COc1ccc(/C=C/c2nnc(NC(=O)COc3ccc(C)cc3)s2)cc1	0%	-2%	1	-18%	11%	-1%	-19	-6%
Cc1ccc(C)c(N(C(=O)c2csnn2)C(C(=O)NC2CCCC2)c2ccncc2)c1 (stereo unspecified)	14%	-4%	0	-3%	4%	6%	12	2%
Cc1ccc(-n2nc(C)c3nc(CCC(=O)Nc4cccc(F)c4)c(=O)n(C)c32)cc1	-8%	x	-6	x	-7%	x	x	-22%
CCc1nc(N2CCCCC2C(=O)O)c2oc3ccccc3c2n1 (stereo unspecified)	-21%	-7%	12	4%	-13%	-3%	9	11%
COc1ccc(NC(=O)c2cc(-c3cc(F)ccc3OCC3CCCO3)n[nH]2)cc1OC (stereo unspecified)	-35%[inhibitor]	-9%	8	13%	-35%	0%	62	u
CC1CCCCN1C(=O)c1ccc2c(c1)N(Cc1ccc(F)cc1)C(=O)c1ccccc1S2(=O)=O (stereo unspecified)	0%	x	-10	x	-11%	x	x	6%
CC(NC(=O)CN1C(=O)c2ccccc2C1=O)c1ccccc1 (stereo unspecified)	15%	-4%	6	2%	23%	-2%	-13	-4%
N#C/C(C(=O)NCc1ccccc1)=C1/SC(Cc2ccc(Cl)cc2)C(=O)N1c1ccccc1 (stereo unspecified)	-7%	u	-1	14%	-10%	1%	25	-14%
O=C1CC(c2ccc(F)cc2)Sc2ccccc2N1 (stereo unspecified)	u	-5%	-24	13%	11%	11%	-13	21%

Continued:
molecule	TDP-43 yeast inh	EPAC2 antag	D3 ag	EPAC2 ag	Abeta rescue	aSyn rescue	DRD3 antagonist	FUS suppressor
COC(=O)C1C(=O)OC(C)(C)C1C(C)C(=O)c1ccc(C)cc1C (stereo unspecified)	6%	-2%	2	-1%	-5%	1%	5	1%
O=C(NCC1CCCO1)c1csc(Nc2cccc3ccccc23)n1 (stereo unspecified)	25%	-1%	1	1%	12%	0%	5	24%
Cn1c(=O)c2c(nc(OCc3ccc4c(c3)OCO4)n2Cc2ccccc2Cl)n(C)c1=O	10%	6%	0	10%	1%	6%	14	1%
Cc1ccccc1OCCNC(=O)CNC(=O)c1ccccc1O	-11%	0%	4	-5%	18%	4%	-14	8%
CCc1ccc(NC(=O)C2CCCN2S(=O)(=O)c2ccc3c(c2)C(C)(C)C(=O)N3C)cc1 (stereo unspecified)	9%	5%	0	2%	-12%	-4%	18	26%
CCOC(=O)NN1C(=O)c2ccccc2NC12CCCC2	-19%	21%	3	-2%	-16%	1%	15	0%
COc1ccc(S(=O)(=O)NCCc2csc3nc(-c4ccc(Cl)cc4)nn23)cc1C	22%	x	1	x	-5%	x	x	-14%
CCCN(CCC)C(=S)NC(=O)c1ccc(-c2ccccc2)cc1	14µM*	2%	-14	19%	11%	-12%	21	-1%
Cc1[nH]c2ccc3ncccc3c2c1C	9%	8%	-7	-6%	14%	0%	22	-1%
CCOc1ccc(S(=O)(=O)Nc2ccc(C(=O)N/N=C(\C)c3ccc(-n4ccnc4)cc3)cc2)cc1	3%	-1%	14	3%	0%	2%	-19	u
Cc1c(Cl)c([N+](=O)[O-])nn1CCCC(=O)O	-14%	5%	-2	2%	-18%	-2%	8	20%
CCOC(=O)CSc1nc2ccc(NC(=O)c3ccc(C)cc3)cc2s1	4%	x	0	x	-14%	x	x	3%
O=C(COc1ccc(F)cc1)Nc1nc(-c2cccnc2)cs1	u	0%	10	6%	4%	-2%	7	-5%
O=C(Nc1ccc(F)c(F)c1)C1CCCN(S(=O)(=O)c2cccc3nonc23)C1 (stereo unspecified)	-18%&11%	2%	-11&1	8%	6%&-8%	-7%	0	36%&-20%
CC1CCN(c2cc(N(C)CCO)c([N+](=O)[O-])c3nonc23)CC1	-4%	-27%	-2	-2%	9%	1%	4	-7%
O=c1[nH]cnc2c1ncn2C1OC(CO)CC1F (stereo unspecified)	9%	2%	-4	9%	-19%	-3%	-28	-20%

An excerpt; rates above refer to the full screens.
